hIAP block: human IAP inhibition | AID 2544 | 0.12% of 330,000 active | P09923 | purified IAP, CDP-Star luminescence, 30 min | inhibition, % at 10 µM;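 active = inhibition reaching a set limit with compound at 10 µM in the primary screen, cut at about 35% in these data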;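 also: plate controls were DMSO wells with enzyme for no effect and no-enzyme buffer wells for full effect; values of inactives mirror those of a sister screen read the other way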
Target sequence (P09923 whole entry, looked up): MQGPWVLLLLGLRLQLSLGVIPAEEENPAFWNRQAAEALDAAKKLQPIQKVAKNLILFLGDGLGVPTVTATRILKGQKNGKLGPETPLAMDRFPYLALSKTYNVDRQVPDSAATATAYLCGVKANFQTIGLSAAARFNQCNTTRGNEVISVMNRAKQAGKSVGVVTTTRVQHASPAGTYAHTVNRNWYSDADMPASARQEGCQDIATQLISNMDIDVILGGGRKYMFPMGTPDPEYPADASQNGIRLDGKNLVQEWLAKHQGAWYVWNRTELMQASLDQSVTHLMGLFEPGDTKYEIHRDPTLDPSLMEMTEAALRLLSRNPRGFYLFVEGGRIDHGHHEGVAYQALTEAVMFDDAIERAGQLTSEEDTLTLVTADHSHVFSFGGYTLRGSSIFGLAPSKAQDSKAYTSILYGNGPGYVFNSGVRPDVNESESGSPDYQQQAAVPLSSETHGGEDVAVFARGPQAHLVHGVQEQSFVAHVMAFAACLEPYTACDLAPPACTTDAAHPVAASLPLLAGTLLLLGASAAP
mIAP block: blocks mouse intestinal alkaline phosphatase | inhibition, % at 10 µM | AID 2806 | purified mouse IAP, CDP-Star luminescence, 30 min | 0.2% of 330,000 active;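 active = inhibition of at least 40% at 10 µM in the primary screen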;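 also: plate controls were DMSO with enzyme for no effect and no enzyme wells for full effect; values of inactives mirror those of a sister screen read the other way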
Apaf1 inhib: inhibitors of human Apaf-1 apoptosome. O14727. inhibition, % at 20 µM. AID 489030. reconstituted apoptosome caspase-3 activity, DEVD-Rh110 fluorescence. 0.71% of 330,000 active; active = inhibition of at least 40% at 20 µM;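 also: plate controls were DMSO wells for no effect and DEVD-CHO caspase inhibitor wells for full effect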
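Material: cell-free apoptosome with Apaf-1, procaspase-3 and caspase-9; Buffer or medium: Hepes pH 7.5 with detergent and BSA; Reagent: cytochrome c trigger plus (Z-DEVD)2-Rh110 caspase-3 substrate; Times: compound with Apaf-1, dATP, procaspase-3 30 min, then 50 min reaction, room temperature; Technique: Rh110 fluorescence intensity.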
tim10-1 inh: inhibits growth of tim10-1 mutant yeast. inhibition, % at 20 µM. S. cerevisiae tim10-1 ts strain growth, BacTiter-Glo, 24 h. 2.2% of 330,000 active. AID 463190;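 active = inhibition of at least 40%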;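 also: mutant grown at 25 °C; 0% = DMSO wells with yeast and 100% = wells holding no yeast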
NALP3 yeast inh: inhibitors of NALP3 inflammasome in yeast. inhibition, % at 10 µM. 0.39% of 330,000 active. Yeast reconstituted NLRP3/ASC/caspase-1, beta-gal luminescence, 24 h. AID 2825;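 active = inhibition of 50% or more; inactive = inhibition below 50%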;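 also: plate controls were induced DMSO wells for no effect and uninduced yeast grown without galactose for full effect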
ATG4B inhibitor: blocks human ATG4B protease cleavage of LC3 substrate. ATG4B cleavage of LC3-PLA2, NBD-HPC fluorescence, 1 h. inhibition, % at 8.33 µM. 0.51% of 340,000 active. AID 504462; in the data active = inhibition above about 40%
Target sequence (Q9Y4P1 whole entry, looked up): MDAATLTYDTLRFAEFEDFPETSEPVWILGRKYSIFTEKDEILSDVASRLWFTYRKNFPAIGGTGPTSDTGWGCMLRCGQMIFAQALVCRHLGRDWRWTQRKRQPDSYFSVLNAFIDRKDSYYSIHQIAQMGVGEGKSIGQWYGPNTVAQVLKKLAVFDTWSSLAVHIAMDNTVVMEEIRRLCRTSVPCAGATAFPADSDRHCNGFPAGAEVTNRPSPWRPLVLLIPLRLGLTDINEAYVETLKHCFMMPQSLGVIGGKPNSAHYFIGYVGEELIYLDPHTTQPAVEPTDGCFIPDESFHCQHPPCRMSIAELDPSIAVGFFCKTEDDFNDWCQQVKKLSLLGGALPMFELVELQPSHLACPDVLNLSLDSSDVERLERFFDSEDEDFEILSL
mIAP activ: increases mouse intestinal alkaline phosphatase activity | muIAP, CDP-Star luminescence, 30 min; active compounds read high; 1 = vehicle-only enzyme signal, 0 = enzyme-free wells | activation factor at 10 µM | 0.24% of 330,000 active;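 active = activation factor of at least 2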; also: the source names both 10 and 20 µM as test concentration; values of inactives mirror those of a sister screen read the other way
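System: mouse IAP enzyme. Reagent: CDP-Star chemiluminescent phosphatase substrate. Benchmarks: DMSO wells, no-enzyme wells. Times: 30 min enzyme-substrate-compound incubation at room temperature. Detection: luminescence from enzymatic CDP-Star hydrolysis. Doses: test compounds delivered from DMSO solution.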
hIAP act: human IAP activation; AID 2524; P09923; activation factor at 10 µM; purified human IAP, CDP-Star luminescence, 30 min; active compounds read high; 1 = vehicle-only enzyme, 0 = enzyme-free background; 0.16% of 330,000 active;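 active = activation factor of the enzyme at least 2-fold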; also: the source names both 10 and 20 µM as test concentration; values of inactives mirror those of a sister screen read the other way
TIM10 inh: growth inhibitors of TIM10 yeast strain; 1.4% of 330,000 active; inhibition, % at 10 µM; AID 463195; S. cerevisiae TIM10 strain growth, BacTiter-Glo luminescence, 24 h;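 active = inhibition of 40% or more at the single tested concentration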;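 also: wild-type TIM10 isogenic control strain grown at permissive 25 °C; 0% = DMSO yeast wells and 100% = minimal medium wells without yeast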
Starred values were filed as active, the others as inactive; . = not tested or not shown. Not a hit list. Share with any hit: about 4.5%.

SMILES | hIAP block | mIAP block | Apaf1 inhib | tim10-1 inh | NALP3 yeast inh | ATG4B inhibitor | mIAP activ | hIAP act | TIM10 inh
COc1cccc(CNn2cnnc2)c1OCc1ccccc1F | -4 | -3 | -5 | 1 | 12 | 10 | 1 | 1 | 1
COc1cccc(OC)c1C(=O)NC(=S)N1CCCCC1c1cccnc1 (stereo not given) | 3 | 22 | 5 | 5 | 3 | -4 | 0.78 | 0.97 | -10
Cc1ccc(C)c(N2CCN(S(=O)(=O)c3ccc4c(c3)CCN4C(=O)CCC(=O)O)CC2)c1 | 2 | -8 | 7 | -8 | -4 | 3 | 1.1 | 0.98 | 13
O=C(NCN1CCc2ccccc2C1)c1ccccc1 | -3 | 0 | -6 | 14 | 5 | -1 | 1 | 1 | 0
O=C(C#Cc1ccccc1)Nc1cccc(F)c1 | 2 | -2 | 20 | 7 | 44 | 7 | 1 | 0.98 | 39
CC(C)(C)c1ccc(-n2ncc3c2CCCC3NC(=O)C2=NNC(=O)CC2)cc1 (stereo not given) | 4 | -8 | 23 | 27 | 4 | 2 | 1.1 | 0.96 | 22
COc1ccc(-n2c(N)c(C(=O)NCc3cccnc3)sc2=S)cc1 | 7 | 10 | -14 | 3 | 4 | 7 | 0.9 | 0.93 | -7
Cc1ccccc1NC(=O)OCc1cccnc1Sc1ccc(Cl)cc1 | -43 | 0 | 14 | 12 | 18 | 25 | 1 | 1.4 | 8
COc1cccc(NC(=S)Nc2cccc3ccccc23)c1 | 8 | -6 | 94* | 55* | 23 | 0 | 1.1 | 0.92 | 38
Cc1cc(NC(=O)/C(C#N)=C/c2ccc(-c3ccc(SC(F)F)cc3)o2)n(-c2ccccc2)n1 | 13 | 16 | -18 | 11 | 2 | -1 | 0.84 | 0.87 | 10
CCOC(=O)C1C(=O)CC(C)(O)C(C(=O)OCC)C1c1ccc([N+](=O)[O-])cc1 (stereo not given) | 7 | -3 | 0 | 3 | 5 | -10 | 1 | 0.93 | -7
O=C1C2CCC(C(O)C2)N1Cc1ccccc1 (stereo not given) | 6 | 6 | -3 | 6 | 3 | 1 | 0.94 | 0.94 | 4
Cc1c(O)cc2c(c1O)C(=O)CC(c1ccc(O)cc1)O2 (stereo not given) | 3 | 38 | -31 | -7 | 12 | -2 | 0.61 | 0.97 | -11
CCN1CCc2c(sc(NC(=O)CN3C(=O)c4ccccc4C3=O)c2C(N)=O)C1 | 14 | 16 | 3 | -7 | 4 | -6 | 0.84 | 0.86 | -5
O=C(O)CCC(NC(=O)c1cncc(O)c1)C(=O)O (stereo not given) | -10 | 16 | -6 | 3 | -6 | 11 | 0.84 | 1.1 | 14
COc1ccc(CC(=O)Nc2cc(S(=O)(=O)N3CCOCC3)ccc2N2CCCC2)cc1OC | -2 | 9 | -4 | -5 | 2 | -2 | 0.91 | 1 | 4
CCN(CCN(C)C)C(=O)C1CCN(S(=O)(=O)c2c(C)noc2/C=C/c2ccccc2F)CC1 | -7 | 0 | 22 | 6 | 6 | -8 | 1 | 1.1 | -3
Cc1ccc(NC(=O)c2ccc([N+](=O)[O-])o2)c(C)c1 | 9 | 0 | -7 | 40* | 18 | -3 | 0.99 | 0.91 | 40
O=C(COc1ccc(Cl)cc1)NCCNC(=O)c1ccccn1 | 0 | 6 | -3 | 4 | 3 | -16 | 0.94 | 1 | 0
CC1(C)OC(=O)CC1C(=O)NCc1ccccc1 (stereo not given) | 10 | -4 | -4 | 16 | 13 | 5 | 1 | 0.9 | -18
Cc1cc2c(C)nc(-c3ccccc3)nc2o1 | 7 | -8 | -2 | 15 | 10 | 0 | 1.1 | 0.93 | 12
O=C(OCC(=O)N1CCN(C(=O)c2ccco2)CC1)c1ccc(Cl)nc1 | 0 | 6 | -4 | -4 | 5 | 1 | 0.94 | 1 | 1
CCN(c1ccccc1)S(=O)(=O)c1ccc(C(=O)Nc2ccncc2)cc1 | -19 | 4 | 9 | 8 | 11 | -6 | 0.96 | 1.2 | 13
Cc1ccccc1NC(=O)c1cccc(NC(=O)c2ccco2)c1 | 14 | 7 | -10 | -23 | 10 | -9 | 0.93 | 0.86 | -1
CCCCNC(=O)c1ccccc1Cl | 13 | 4 | -2 | 11 | -14 | -5 | 0.96 | 0.87 | -4
COC(=O)c1c(-c2c(Cl)cccc2Cl)noc1C(=O)NN | -9 | 2 | -16 | 9 | 19 | 4 | 0.98 | 1.1 | 12
COC(=O)[C@H](Cc1ccccc1)N1C/C=C\COc2c(Cl)cc(Cl)cc2S1(=O)=O | . | 3 | 15 | 20 | . | -6 | 0.97 | . | -9
COc1ccc(C(=O)NCCc2ccccc2F)cc1OC1CCN(C(C)=O)CC1 | -14 | 3 | 9 | 8 | 26 | 22 | 0.97 | 1.1 | 8
Cc1ccc(C(=O)CSc2n[nH]c(-c3ccco3)n2)cc1C | -11 | 11 | 5 | 11 | 17 | 3 | 0.89 | 1.1 | 33
COC(=O)c1ccc2c(=O)n(CCN3CCOCC3)c(SCC(=O)C(C)(C)C)nc2c1 | -3 | -2 | 18 | 17 | 12 | -9 | 1 | 1 | 13
COc1ccc(NC(=O)C2=NN(c3ccccc3)C(=O)CC2)cn1 | 14 | 9 | -6 | -15 | 8 | -13 | 0.91 | 0.85 | -2
CC1CCN(C2(O)C(=O)Nc3ccc(Br)cc32)CC1 (stereo not given) | 8 | 8 | -8 | 29 | 10 | -7 | 0.92 | 0.92 | 10
O=C(COC(=O)CNC(=O)c1ccc(Cl)cc1Cl)NC1CCCCC1 | -23 | 8 | 0 | -9 | 8 | 0 | 0.92 | 1.2 | -4
COc1ccc(OC)c(C(=O)c2ccc(C(=O)O)cc2)c1 | -18 | -6 | 10 | -3 | 16 | 4 | 1.1 | 1.2 | 9
COC(=O)c1cccc(NC(=S)NCc2ccco2)c1 | -3 | -24 | 3 | -21 | 15 | -4 | 1.2 | 1 | -19
CCOc1ccc(NC(=S)N(CCCN2CCOCC2)Cc2cn(C)c3ccccc23)cc1 | -5 | 2 | 10 | 13 | -1 | -7 | 0.98 | 1 | 16
Cc1c(NC(=O)C2CC(c3ccc(F)cc3)=NO2)c(=O)n(-c2ccccc2)n1C (stereo not given) | 8 | 6 | -3 | -5 | 14 | -7 | 0.94 | 0.92 | 2
Cn1c(NC(=O)Cc2cccs2)cc(=O)n(C)c1=O | 0 | -4 | 2 | 2 | 9 | 3 | 1 | 1 | 13
O=C(Nc1nncs1)c1cccnc1Cl | 8 | 5 | -3 | -7 | 18 | 3 | 0.95 | 0.93 | -2
CCCCNC(=O)c1nn2cc(Br)cnc2c1Br | 0 | 6 | 6 | -11 | 8 | 1 | 0.94 | 1 | -11

Some of these compounds in order of their number in tim10-1 inh, lowest first:
smiles	hIAP block	mIAP block	tim10-1 inh	NALP3 yeast inh	ATG4B inhibitor	mIAP activ	hIAP act
Cn1c(NC(=O)Cc2cccs2)cc(=O)n(C)c1=O	0	-4	2	9	3	1	1
COC(=O)c1c(-c2c(Cl)cccc2Cl)noc1C(=O)NN	-9	2	9	19	4	0.98	1.1
COc1cccc(NC(=S)Nc2cccc3ccccc23)c1	8	-6	55*	23	0	1.1	0.92

Whole records as entered above:
Results for COC(=O)c1ccc2c(=O)n(CCN3CCOCC3)c(SCC(=O)C(C)(C)C)nc2c1 : hIAP block = -3; mIAP block = -2; Apaf1 inhib = 18; tim10-1 inh = 17; NALP3 yeast inh = 12; ATG4B inhibitor = -9; mIAP activ = 1; hIAP act = 1; TIM10 inh = 13
Results for CC1CCN(C2(O)C(=O)Nc3ccc(Br)cc32)CC1 (stereo not given) : hIAP block = 8; mIAP block = 8; Apaf1 inhib = -8; tim10-1 inh = 29; NALP3 yeast inh = 10; ATG4B inhibitor = -7; mIAP activ = 0.92; hIAP act = 0.92; TIM10 inh = 10
Results for COC(=O)c1c(-c2c(Cl)cccc2Cl)noc1C(=O)NN : hIAP block = -9; mIAP block = 2; Apaf1 inhib = -16; tim10-1 inh = 9; NALP3 yeast inh = 19; ATG4B inhibitor = 4; mIAP activ = 0.98; hIAP act = 1.1; TIM10 inh = 12

More entries follow.
SMILES | hIAP block | mIAP block | Apaf1 inhib | tim10-1 inh | NALP3 yeast inh | ATG4B inhibitor | mIAP activ | hIAP act | TIM10 inh
COc1ccc(C2Nc3ccccc3C(=O)N2NS(=O)(=O)c2ccc(C)cc2)cc1OC (stereo not given) | 14 | 6 | 13 | 5 | 3 | 0 | 0.94 | 0.86 | -2
CCCn1c(=O)c2[nH]c(-c3ccc(S(=O)(=O)O)cc3)nc2n(CCC)c1=O | 3 | 2 | 4 | -13 | 16 | 8 | 0.97 | 0.97 | 2
CN(C)S(=O)(=O)c1ccc(C(=O)NCC2(N3CCCCC3)CCCCC2)cc1 | 5 | -4 | -7 | 10 | 8 | -1 | 1 | 0.95 | -15
NC(=O)c1ccc(NC(=O)c2ccc3c(c2)CCN3S(=O)(=O)c2ccccc2)cc1 | -24 | 2 | -1 | 18 | -2 | -16 | 0.98 | 1.2 | -1
Cc1nc2ccc(S(=O)(=O)NCC(=O)N3CCN(c4ccccc4)CC3)cc2s1 | -11 | -4 | -11 | 6 | 8 | -12 | 1 | 1.1 | 8
CC(=O)N1CCc2cc(S(=O)(=O)NCCCN3CCN(Cc4ccccc4)CC3)ccc21 | 6 | -2 | 0 | 6 | 17 | -12 | 1 | 0.94 | 3
O=C(Nc1nccs1)c1cc(-c2ccccn2)nc2c(Cl)cccc12 | 5 | 11 | -6 | 17 | 46 | 8 | 0.89 | 0.95 | 12
COc1ccc(-c2csc(-c3ccc(C(=O)O)cc3)n2)cc1 | -2 | -5 | 12 | 24 | 0 | -7 | 1 | 1 | 6
CCC(c1nnc(SCCNCCO)n1CCN1CCOCC1)N(C)C (stereo not given) | -6 | 16 | 15 | -17 | -14 | 0 | 0.84 | 1.1 | -4
O=C(COC(=O)CCC1CCCC1)Nc1ccc(Cl)cc1F | 12 | -16 | 23 | -11 | 1 | -7 | 1.2 | 0.88 | 8
COc1ccccc1OCCC(=O)OCC(=O)Nc1cc(S(=O)(=O)N2CCOCC2)ccc1Cl | -3 | -1 | 9 | 24 | -9 | -34 | 1 | 1 | 26
Cc1sc2nc(C(C)C)nc(SCC(=O)N3CCOCC3)c2c1C | -7 | 6 | 9 | 3 | 20 | 29 | 0.94 | 1.1 | -2
Cc1cc(=O)oc2cc(Oc3ccc([N+](=O)[O-])cc3[N+](=O)[O-])ccc12 | 2 | 4 | -3 | 21 | 17 | 2 | 0.96 | 0.98 | 30
O=C1CCC(C(=O)NCc2ccccc2)N1 (stereo not given) | 4 | 3 | -8 | -7 | 20 | 2 | 0.97 | 0.96 | -10
CCN(Cc1ccccc1)Cc1ccc(OCc2ccccc2)cc1 | -26 | 1 | 11 | -128 | 41 | 13 | 0.99 | 1.3 | -68
